ADAM10 inh – inhibitors of human ADAM10. O14672. recombinant ADAM10, EDANS/DABCYL FRET peptide cleavage, 3 h. inhibition, % at 7 µM. actives 0.62% (n = 370,000). AID 720582;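 active = inhibition above a per-campaign cutoff equal to the mean of compounds falling between control-based bounds plus 3 SD, cut at about 20% in these data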;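 note: 0% = DMSO wells while the 100% control is not disclosed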
Target sequence (O14672 214-748 limits assumed): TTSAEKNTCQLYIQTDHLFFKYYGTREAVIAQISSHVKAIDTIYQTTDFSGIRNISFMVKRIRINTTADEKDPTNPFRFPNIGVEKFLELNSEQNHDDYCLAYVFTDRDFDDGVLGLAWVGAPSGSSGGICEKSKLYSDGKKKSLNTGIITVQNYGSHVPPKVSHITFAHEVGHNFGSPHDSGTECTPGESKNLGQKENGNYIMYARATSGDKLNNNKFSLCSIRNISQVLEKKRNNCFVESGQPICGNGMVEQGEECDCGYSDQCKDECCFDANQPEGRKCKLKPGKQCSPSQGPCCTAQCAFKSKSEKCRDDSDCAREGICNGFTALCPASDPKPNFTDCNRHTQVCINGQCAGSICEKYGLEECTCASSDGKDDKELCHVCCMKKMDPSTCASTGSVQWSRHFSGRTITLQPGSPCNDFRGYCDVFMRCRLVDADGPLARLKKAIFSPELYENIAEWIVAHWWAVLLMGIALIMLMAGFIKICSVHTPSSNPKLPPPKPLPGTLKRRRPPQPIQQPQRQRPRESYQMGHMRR
DAX1 inh-1 – DAX1 (NR0B1) inhibition, primary screen | inhibition, % at 6.8 µM | AID 652010 | HEK293T StAR-luciferase reporter, SF-1/DAX-1 repression relief | actives 1.1% (n = 370,000);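 active = inhibition above the mean over all tested compounds plus 3 SD, cut at about 3.6% in these data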;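 note: 0% = DAX-1 cells with DMSO and 100% = cells lacking DAX-1 with DMSO; higher inhibition means more luminescence from relief of DAX-1 repression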
ssDAF-12 act – S. stercoralis DAF-12 activation, primary screen | HEK293 ssDAF-12/GRIP1 lit1-tk-luc reporter, luminescence; % of 3 µM dafachronic acid response | activation, % at 6.8 µM | actives 1% (n = 370,000);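 active = activation above the mean over all tested compounds plus 3 SD, cut at about 0.9% in these data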;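 note: 0% = DMSO-only wells and 100% = 3 µM delta7-dafachronic acid wells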
ADAM17 inh – ADAM17 inhibition, QFRET primary screen; recombinant ADAM17, EDANS/DABCYL FRET peptide cleavage; actives 0.83% (n = 370,000); inhibition, % at 6.95 µM; P78536; AID 720648;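 active = inhibition above the mean of compounds lying between control limits plus 3 SD, set per campaign, cut at about 8.5% in these data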;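 note: 0% = DMSO-only wells as the low control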
hcDAF-12 act – H. contortus DAF-12 activation, primary screen | actives 1.4% (n = 370,000) | activation, % at 6.8 µM | HEK293 hcDAF-12 lit1-tk-luc reporter, luminescence; 0% DMSO, 100% Δ7-dafachronic acid;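 active = activation above the mean of all tested compounds plus 3 SD, cut at about 5.5% in these data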;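 note: 100% = response to 3 µM Δ7-dafachronic acid high control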
sPLA2-III inh – Blocks human group III sPLA2 activity; inhibition, % at 12.2 µM; AID 743126; Q9NZ20; actives 0.56% (n = 370,000); QFRET BODIPY PC-A2 liposome hydrolysis, fluorescence;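 active = inhibition above mean plus 3 SD of compounds lying within the high and low control bounds, cut at about 19% in these data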;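 note: 0% = median of test compound wells and 100% = no enzyme DMSO wells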
PLC-gamma1 inh – inhibitors of human phospholipase C gamma1; P19174; purified PLC-gamma1, fluorogenic substrate, fluorescence; inhibition, % at 12.2 µM; actives 0.84% (n = 370,000); AID 720700; in the data active = inhibition above about 9.5%
hgDAF12 agonist – agonists of H. glycines DAF-12 nuclear receptor; activation, % at 6.8 µM; HEK293 GAL4-hgDAF12 UAS-luciferase reporter, agonist luminescence; normalized to butyrate control; AID 687014; actives 1.8% (n = 370,000);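 active = activation above a cutoff set at the mean of all screened compounds plus 3 SD, cut at about 10% in these data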;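 note: 0% = DMSO wells and 100% = sodium butyrate wells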
FXN GAA850 act – frataxin GAA850 promoter activation; HEK293 lucGAA850 FXN promoter luciferase reporter, 24 h; percent of 10 µM SAHA response; activation, % at 6 µM; actives 0.56% (n = 360,000);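 active = activation above the average of all compounds screened plus 3 SD, cutoff fixed separately per campaign, cut at about 7.5% in these data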;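 note: 0% = DMSO wells and 100% = 10 µM SAHA wells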
DAX1 inh-2 – inhibitors of human orphan nuclear receptor DAX1 (NR0B1); P51843; HEK293 Gal4-DAX1 luciferase reporter, luminescence; inhibition, % at 6.75 µM; actives 0.99% (n = 340,000); AID 504766;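 active = inhibition above the mean over all tested compounds plus 3 SD, cut at about 4.2% in these data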;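 note: 0% = DAX1-transfected cells with DMSO and 100% = empty-vector control cells with DMSO; inhibition shows as a rise in luminescence from relieved DAX1 repression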
Target sequence (P51843 207-470 limits assumed): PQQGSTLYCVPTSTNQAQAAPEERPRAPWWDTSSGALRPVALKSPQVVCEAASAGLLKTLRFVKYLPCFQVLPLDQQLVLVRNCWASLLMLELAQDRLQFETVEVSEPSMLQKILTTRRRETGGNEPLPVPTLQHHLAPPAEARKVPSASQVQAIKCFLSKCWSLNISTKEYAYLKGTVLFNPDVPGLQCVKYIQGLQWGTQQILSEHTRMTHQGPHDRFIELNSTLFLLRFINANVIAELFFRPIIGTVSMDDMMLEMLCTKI
PLCb3 inh – blocks human PLC-beta3 enzyme activity. actives 0.18% (n = 370,000). Q01970. AID 720704. Purified PLC-beta3, fluorogenic substrate, fluorescence. inhibition, % at 12.2 µM; in the data active = inhibition above about 11%;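 note: 0% = median of compound wells on plate and 100% = full blocker control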
An asterisk follows results filed as active; i = inactive; nt = no result given.

nr	structure	ADAM10 inh	DAX1 inh-1	ssDAF-12 act	ADAM17 inh	hcDAF-12 act	sPLA2-III inh
1	COc1ccc(CCNC(=O)c2cc(S(=O)(=O)N3CCCCC3)c[nH]2)cc1OC	-2	-0.8	-1.2	2	-1.4	-2
2	CCc1c(O)cc2n(c1=O)-c1ccccc1C2(C)C	-11	-0.2	-1.1	-4	-1.5	0
3	C#CC[N+]1(CC#Cc2ccc(C)cc2)CCCCC1	-1	-0.6	-1.5	-3	0.9	0
4	Cn1c(=O)n(C)c2cc(S(=O)(=O)Nc3ccccc3C(=O)O)ccc21	-10	0.4	-0.9	-4	1.3	8
5	CCOC(=O)N1CCN(S(=O)(=O)c2ccc3[nH]c(=O)sc3c2)CC1	6	1.2	-0.8	3	0.0	-10
6	CCS(=O)(=O)N1CCC(C(=O)NCc2ccco2)CC1	-7	-0.8	-1.2	-5	0.7	0
7	O=C(CNC(=O)c1cccc(Br)c1)N/N=C/c1cccnc1	5	-0.7	-1.7	-1	0.5	3
8	CCN(CC)C(=O)C1=C(C)NC(=O)NC1c1c(F)cccc1Cl (centres undefined)	4	0.2	-1.8	2	-0.1	2
9	CC(C(=O)Nc1cc(C(F)(F)F)ccc1N1CCOCC1)N1C(=O)C2CCCCC2C1=O (centres undefined)	-4	0.7	-0.6	-6	-0.1	-6
10	COC(=O)c1ccc(CSc2nc3c(cnn3-c3ccc(C)cc3)c(=O)[nH]2)o1	2	0.3	-1.4	-2	0.0	-11
11	CCN(Cc1ccc(C#CCCO)cc1)CC1CCCN(CCc2cccc(OC)c2)C1 (centres undefined)	-2	-1.0	-0.7	-1	-1.9	-1
12	COc1ccc(/C=C/C(=O)c2ccoc2)cc1	-164	-0.7	-1.2	-57	-1.0	-3

nr	PLC-gamma1 inh	hgDAF12 agonist	FXN GAA850 act	DAX1 inh-2	PLCb3 inh
1	3	1.1	-1.0	-1.1	5
2	-5	-3.9	1.7	-0.6	-5
3	0	0.3	0.5	-0.6	-1
4	-1	-0.5	2.5	-0.1	-4
5	3	0.4	0.1	0.0	2
6	1	2.1	3.7	2.2	0
7	3	-1.2	2.1	1.0	-5
8	3	0.3	-1.1	-0.1	5
9	-7	2.2	0.8	0.1	-8
10	0	-0.5	5.8	0.2	4
11	4	1.0	-2.4	1.5	-8
12	-20	2.4	2.6	2.3	-18

(list continues)
nr	structure	ADAM10 inh	DAX1 inh-1	ssDAF-12 act	ADAM17 inh	hcDAF-12 act	sPLA2-III inh
13	CC1CCN(C2CCN(S(=O)(=O)c3ccc(F)cc3)CC2)CC1	0	0.6	-0.8	2	-0.2	1
14	COc1cc(OC)cc(N(C(=O)c2ccco2)C(C(=O)NC2CCCC2)c2ccc(N3CCOCC3)cc2)c1 (centres undefined)	-6	0.0	-0.4	-1	0.6	-1
15	CC(=O)c1cccc(NC(=O)C(C)OC(=O)c2ccc3ncsc3c2)c1 (centres undefined)	-8	0.4	-0.7	-4	-2.2	7
16	O=C(O)CC(C(=O)O)N1C(=O)/C(=C/C=C/c2ccco2)SC1=S (centres undefined)	-10	0.9	-1.3	-6	1.7	-6
17	Cn1nccc1C(=O)Oc1ccc(/C=N/NC(=O)c2ccccc2O)cc1	3	0.2	0.0	-2	1.6	-4
18	COC1=C[C@H](C(=O)NCc2ccccn2)[C@H](C)[C@@H](c2ccccc2)CC1=O	-11	-1.1	-0.9	-5	1.2	5
19	O=C(O)C1=C(C(=O)O)C2CCC1C2	-9	-0.1	-1.3	-2	-0.1	-2
20	N#CCCN(C(=O)COC(=O)COc1ccccc1Cc1ccccc1)c1ccccc1	4	0.3	-1.0	4	-1.3	-10
21	Cc1ccc(F)c(S(=O)(=O)NC(=O)C2(C)CCN2C(=O)c2ccc(C3CCCCC3)cc2)c1 (centres undefined)	-10	0.6	0.0	-2	0.5	-6
22	O=C(CNS(=O)(=O)c1ccc([N+](=O)[O-])cc1)N/N=C/c1ccc(O)cc1O	-8	-0.6	-0.8	0	-0.7	-29
23	COc1cc2c(cc1O)CC[n+]1cc3c(OC)c(OC)ccc3cc1-2	12	-0.2	-0.4	0	-1.8	11
24	COc1ccc(C(=O)CN2C(=O)NC3(CCCCCC3)C2=O)cc1	-1	1.6	-0.8	-1	2.2	-1

nr	PLC-gamma1 inh	hgDAF12 agonist	FXN GAA850 act	DAX1 inh-2	PLCb3 inh
13	5	0.1	1.9	2.4	5
14	-1	-0.5	-1.9	-1.1	-4
15	-8	1.1	1.4	-0.5	-12
16	59*	-1.0	-1.0	0.9	-11
17	-25	3.9	1.6	2.6	-28
18	-5	0.6	nt	nt	-3
19	3	3.0	1.5	1.3	1
20	-1	1.0	1.0	0.5	-6
21	-3	1.9	0.8	nt	2
22	-2	-5.0	-0.3	1.1	-7
23	1	-2.1	0.7	-0.7	-4
24	-2	6.8	4.2	-0.2	-8

Next structures:
nr	structure	ADAM10 inh	DAX1 inh-1	ssDAF-12 act	ADAM17 inh	hcDAF-12 act	sPLA2-III inh
25	CCc1ccc(NC(=O)c2cnn3ccccc23)cc1	5	5.5*	0.6	4	12*	-3
26	CCCNC(=O)c1ccc(N2CCC3(CC2)CC(c2ccccc2)=NO3)c(NC(=O)c2ccc(Br)cc2)c1	1	0.1	-0.8	-1	-0.3	3
27	Cc1ccc(-c2nc(C)sc2CC(=O)OCC(=O)Nc2c(F)cccc2F)cc1	-5	0.4	-1.0	-1	-1.3	-33
28	CC(C)=CCC[C@@]1(C(=O)O)[C@H]2CC=C(CO)[C@@H]1CC/C(C)=C/CC/C(C)=C/C2	-2	-0.7	-1.3	-1	-2.6	5
29	COc1ccc(/C=N/N2CCOCC2)cc1Cn1nc(C)c([N+](=O)[O-])c1C	-7	-0.6	-0.9	-6	0.0	-9
30	CC(C)c1nc(SCC(=O)N2CCCC2)c2c(=O)n(C)c(=O)n(C)c2n1	-17	-0.3	-1.0	-4	-2.4	3
31	COc1ccc2c(c1)cc1n2CCN=C1NCCO	-203	1.5	-1.4	-54	-1.4	10
32	CCn1c(CN2CCC(C)CC2)nc2cc(S(=O)(=O)N3CCCCC3)ccc21	-9	0.7	-1.3	1	-1.8	-5
33	CCCCCc1nc2c(C#N)c(-c3ccc(Cl)cc3)ccn2n1	-3	0.3	-1.0	-4	0.9	5
34	C1CCCCCC2(CCCCC1)OCC(CN1CCOCC1)O2 (centres undefined)	-2	0.0	-1.5	2	-0.8	3
35	Cc1ccc(SCCC(=O)Nc2ccccc2C(=O)NC(C)C)cc1	3	-0.5	-0.1	0	-1.1	-6
36	COc1ccc(CNC(=O)/C=C/C(=O)O)cc1OC	-3	-0.2	-0.8	-1	1.9	-4

nr	PLC-gamma1 inh	hgDAF12 agonist	FXN GAA850 act	DAX1 inh-2	PLCb3 inh
25	2	4.7	-5.7	-4.0	0
26	-3	2.5	-2.6	0.4	-1
27	-3	-1.2	1.1	-0.4	0
28	6	-6.0	nt	nt	0
29	-3	-1.5	1.0	2.0	-5
30	0	-2.6	-2.1	1.0	0
31	i	0.8	-1.7	3.7	i
32	2	-2.4	-1.6	1.5	3
33	-2	3.8	2.8	0.6	-1
34	2	1.2	-1.3	1.6	5
35	-3	3.3	2.1	-0.8	0
36	0	4.0	0.6	2.6	3

Down the list, from the results shown.
sPLA2-III inh, compounds 26–36 → 3, -33, 5, -9, 3, 10, -5, 5, 3, -6, -4
ssDAF-12 act, compounds 26–36 → -0.8, -1.0, -1.3, -0.9, -1.0, -1.4, -1.3, -1.0, -1.5, -0.1, -0.8

(more compounds)
nr	structure	ADAM10 inh	DAX1 inh-1	ssDAF-12 act	ADAM17 inh	hcDAF-12 act	sPLA2-III inh
37	O=C(COC(=O)COc1cccc(C(F)(F)F)c1)NC1CCS(=O)(=O)C1 (centres undefined)	-11	-0.4	-1.0	-2	-0.8	13
38	c1ccc(C(NCCNC(c2ccccc2)c2ccccc2)c2ccccc2)cc1	-7	0.5	-1.2	-2	-1.7	-4
39	COc1ccc(OC)c(NC(=O)C2CCCN(S(=O)(=O)c3c(C)noc3C)C2)c1 (centres undefined)	-5	-0.5	-1.8	-1	-1.8	-1
40	CCOc1ccc(/C=N/NC(=S)Nc2c(C)cccc2C)cc1	6	-1.1	-1.3	1	-0.9	-5
41	O=C(CSc1nnnn1-c1ccc(O)cc1)Nc1cccc(S(=O)(=O)N2CCCC2)c1	-6	-1.8	-1.9	3	-1.6	-36
42	CC(C)C1COC(c2cccn2Cc2ccccc2Cl)=N1 (centres undefined)	-3	-0.3	-0.7	2	0.0	3
43	COCCNC(=O)C(=O)Nc1cc2c3c(c1)CCC(=O)N3CCC2	-5	0.0	-0.7	-4	1.1	5

nr	PLC-gamma1 inh	hgDAF12 agonist	FXN GAA850 act	DAX1 inh-2	PLCb3 inh
37	0	0.6	-0.3	-0.9	-8
38	-1	-0.5	-4.6	-1.5	-2
39	0	-2.2	0.9	-0.7	1
40	2	2.0	-1.3	-0.2	-2
41	-5	-4.1	1.5	-1.5	-3
42	0	-0.1	1.7	-0.6	2
43	-1	-0.2	-0.4	2.1	-19

Three compounds out of the list above, arranged by their value in hcDAF-12 act, high to low.
nr | SMILES | hcDAF-12 act
42 | CC(C)C1COC(c2cccn2Cc2ccccc2Cl)=N1 (centres undefined) | 0.0
38 | c1ccc(C(NCCNC(c2ccccc2)c2ccccc2)c2ccccc2)cc1 | -1.7
39 | COc1ccc(OC)c(NC(=O)C2CCCN(S(=O)(=O)c3c(C)noc3C)C2)c1 (centres undefined) | -1.8
